TNFa cytotox = toxic to HUVEC cells under TNF alpha stimulation | hit rate 0.17% among 93,000 | cell count reduction, % at 2 µM | HUVEC TNFalpha-stimulated, Hoechst cell count, imaging;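 active = cell count reduction exceeding the screen mean by over 5 SD, scaled to untreated wells per plate, cut at about 78% in these data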;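 note: cells counted after 24 h of TNF alpha exposure following the 1 h pretreatment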
VCAM1 TNFa inh = reduces TNF alpha induced VCAM1 expression in HUVEC; HUVEC TNFa-induced VCAM-1 immunofluorescence, high-content imaging; inhibition, % at 2 µM; hit rate 0.48% among 95,000; AID 802;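 active = inhibition above the batch mean plus 3 SD, with images confirmed as a hit by eye, cut at about 37% in these data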;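 note: 0% = TNF-stimulated DMSO wells and 100% = unstimulated control wells; not every result past the cut was called active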
hDAT+cocaine = modulates human dopamine transporter uptake under cocaine | Q01959 | LLC-PK1 hDAT cells, [14C]-dopamine uptake with cocaine IC80; actives deviate in either direction | B-score at 10 µM | hit rate 1.3% among 110,000 | AID 449768;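 active = Z score or B-score, a plate-position-corrected score, falls beyond the plate's 99.7% confidence bounds, in either direction; inactive = both scores lie inside the 99.7% bounds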;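 note: scored against the spread of the other compound wells on the same plate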
Target sequence (Q01959 whole entry, looked up): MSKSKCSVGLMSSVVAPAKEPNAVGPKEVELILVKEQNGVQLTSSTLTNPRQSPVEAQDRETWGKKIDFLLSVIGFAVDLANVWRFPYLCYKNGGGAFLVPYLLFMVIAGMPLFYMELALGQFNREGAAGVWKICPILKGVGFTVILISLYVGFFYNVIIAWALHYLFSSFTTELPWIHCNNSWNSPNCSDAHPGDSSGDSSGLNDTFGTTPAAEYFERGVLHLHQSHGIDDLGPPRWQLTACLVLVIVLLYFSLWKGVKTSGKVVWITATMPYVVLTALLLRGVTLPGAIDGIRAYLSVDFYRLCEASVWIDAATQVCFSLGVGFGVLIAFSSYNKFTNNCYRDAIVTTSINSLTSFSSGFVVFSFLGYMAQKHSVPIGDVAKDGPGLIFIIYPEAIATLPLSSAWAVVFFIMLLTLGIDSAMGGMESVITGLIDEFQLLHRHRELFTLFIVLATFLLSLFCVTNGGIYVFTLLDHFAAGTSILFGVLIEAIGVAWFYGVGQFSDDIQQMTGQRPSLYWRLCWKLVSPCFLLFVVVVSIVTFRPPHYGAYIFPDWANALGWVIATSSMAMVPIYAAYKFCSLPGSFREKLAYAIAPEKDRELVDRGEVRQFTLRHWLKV
CYP2C9 activ = increases human cytochrome P450 2C9 activity | P11712 | recombinant CYP2C9, luciferin-H conversion, luminescence; stronger effect = higher value; factor 1 = untreated enzyme, 0 = blocked | activation factor at 5 µM | hit rate 1.4% among 96,000 | AID 1024;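 active = activation factor of 2 or more for CYP2C9 at a 5 µM dose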;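 note: 0 = sulfaphenazole-blocked wells and 1 = vehicle-only wells; values of inactives mirror those of a sister screen read the other way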
Candida biofilm = kills Candida albicans biofilms. C. albicans biofilm + clotrimazole, Alamar Blue. inhibition, % at 6 µM. hit rate 0.14% among 85,000. AID 834;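 active = inhibition above 20%; inactive = inhibition below 20%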;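 note: preformed 24 hr biofilms exposed to compound for 48 hr; 0% = biofilm without compound and 100% = blank killed by clotrimazole plus chlorhexidine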
HUVEC tox IL1B = toxic to HUVEC cells under IL-1B stimulation | HUVEC cell count loss, Hoechst imaging, IL-1B stimulated | cell count reduction, % at 2 µM | hit rate 0.41% among 94,000 | AID 845;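 active = cell count reduction more than 3 SD above the screen-wide mean, cut at about 70% in these data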;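 note: normalized per plate to untreated control cells as the no-loss baseline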
CYP2C19 inh = human CYP2C19 inhibition; P33261; CYP2C19 Supersomes, luciferin-H EGE luminescence, 30 min; hit rate 21% among 96,000; inhibition, % at 5 µM;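 active = CYP2C19 inhibition above a set limit at 5 µM in the primary screen, cut at about 50% in these data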;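 note: plate controls were negative control wells for no effect and 2.5 mM tranylcypromine positive control for full effect; values of inactives mirror those of a sister screen read the other way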
CYP2C19 activ = activators of human cytochrome P450 2C19 | activation factor at 5 µM | 96,000 tested, under 10 active | AID 1025 | recombinant CYP2C19, luciferin-H EGE luminescence; stronger effect = higher value; 0 = fully inhibited enzyme, 1 = untreated enzyme;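 active = activation factor of at least 2 at 5 µM in the primary screen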;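 note: 0 = wells with 2.5 mM tranylcypromine and 1 = vehicle-only wells; values of inactives mirror those of a sister screen read the other way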
CYP2C9 inhib = blocks human cytochrome P450 2C9 | P11712 | CYP2C9 Supersomes, luciferin-H conversion, luminescence | inhibition, % at 5 µM | hit rate 20% among 96,000 | AID 777;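 active = blocking of liver enzyme CYP2C9 beyond about 50% at 5 µM, limit read from the data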; note: values of inactives mirror those of a sister screen read the other way
* marks the source's active call; other numbers are inactive results; . = not tested or not shown.

SMILES | TNFa cytotox | VCAM1 TNFa inh | hDAT+cocaine | CYP2C9 activ | Candida biofilm | HUVEC tox IL1B | CYP2C19 inh | CYP2C19 activ | CYP2C9 inhib
Cc1ccc(N2C(=O)CC(Sc3ncn[nH]3)C2=O)cc1C (stereo unspecified) | -5 | 26 | -3.1* | 0.9 | 4 | 6 | 26 | 0.7 | 15
O=C(NCc1ccccn1)C1CC(=O)N(C2CCCC2)C1 (stereo unspecified) | -12 | 8 | 0.035 | . | 6 | 3 | . | . | .
CCCOc1ccc(Oc2cc(C)nc(SC)n2)nn1 | -10 | 3 | -1.4 | 1 | 1 | -1 | 16 | 0.8 | -1
O=C1OC(Nc2ccc(Br)cn2)c2ccccc21 (stereo unspecified) | -8 | -3 | 1 | 0.9 | 5 | -40 | 1 | 1 | 6
CC(C)C(=O)NS(=O)(=O)c1ccc(N)cc1 | -16 | 19 | -1.1 | 1.1 | 9 | . | -18 | 1.2 | -12
CC(C)C(=O)Nc1ccc2c(c1)nc1n2CCSC1 | -28 | -1 | 0.0033 | 1 | 0 | -12 | -1 | 1 | 5
COc1ccccc1Oc1ccc2c(c1)C(=O)N(c1ccc(Br)c3cccnc13)C2=O | -13 | -6 | 0.78 | 1.2 | . | 22 | -5 | 1 | -20
CCOc1ccc(N(CC)C(=O)COc2cc(=O)n(CC)c3ccccc23)cc1 | -6 | -19 | 1.5 | 0.1 | 0 | 3 | 70* | 0.3 | 94*
COc1cccc(-n2c(SCC(=O)NCCc3ccccc3)nnc2-c2ccoc2C)c1 | . | . | 0.55 | 0.1 | 8 | . | 98* | 0 | 88*
COc1ccccc1-c1nc(S(=O)(=O)c2ccc(Cl)cc2)c(N(C)C)o1 | -6 | 2 | -0.63 | 1.3 | 7 | -37 | -15 | 1.1 | -29
Fc1ccc(-c2nnc(NC3=NCCCCC3)o2)cc1 | -22 | 5 | . | 0.7 | . | -26 | 56* | 0.4 | 28
O=C(CSc1nc2ccsc2c(=O)n1Cc1ccccc1)NCc1ccco1 | -4 | -9 | -0.098 | 0.7 | 10 | -5 | -7 | 1.1 | 35
CC1(C)CC2CC(C)(CN2C(=O)c2cccs2)C1 (stereo unspecified) | 4 | -4 | -0.43 | 0.6 | 8 | -14 | 74* | 0.3 | 38
CC(C)OC(=O)C1C(=O)CC(C)(O)C(C(=O)OC(C)C)C1c1cccnc1 (stereo unspecified) | -16 | -1 | 0.64 | 1 | 5 | -5 | 8 | 0.9 | 2
COC(=O)c1ccc(C(c2c(N)n(CC(C)C)c(=O)[nH]c2=O)N2CCN(c3ccccc3)CC2)cc1 (stereo unspecified) | 7 | 7 | 0.89 | 0.8 | 9 | 17 | 10 | 0.9 | 24
CCOc1ccccc1C(=O)NCC(=O)OCC(=O)NCCc1ccc(S(N)(=O)=O)cc1 | . | . | 0.58 | 1.3 | 8 | . | 23 | 0.8 | -31
CCOC(=O)N1CCN(C(=O)c2sc3nc(-c4ccc(F)cc4)cn3c2C)CC1 | -17 | 10 | . | 0.3 | 5 | 4 | 64* | 0.4 | 69*
O=C(CSc1nc2c(cnn2-c2ccc(F)cc2)c(=O)[nH]1)N1CCOCC1 | 0 | 8 | -7.9* | 0.9 | -2 | 0 | -18 | 1.2 | 7
CCN1CCN(c2cc(C)c3cc(NC(=O)c4ccc5c(c4)OCO5)ccc3n2)CC1 | -33 | 19 | 0.74 | 0.9 | . | -6 | 9 | 0.9 | 13
CC(=O)N(CCc1ccccc1C)Cc1cc2cc3c(cc2[nH]c1=O)OCO3 | -10 | 13 | -0.014 | 0.5 | 5 | -21 | 75* | 0.3 | 54*
COc1ccc(S(=O)(=O)N2CCC(C(=O)Nc3cccc(C(C)=O)c3)CC2)cc1C | -10 | 1 | 0.93 | 1.8 | -3 | -9 | 97* | 0 | -78
COc1ccc(-c2csc(N(Cc3ccccc3)C(=O)COc3ccc(Cl)cc3)n2)cc1 | -16 | 3 | -0.049 | 1.1 | . | 7 | -15 | 1.1 | -7
Cc1c(C(=O)N2CCN(c3ccccc3)CC2)sc2ncnc(N3CCC(C)CC3)c12 | -12 | 6 | . | 0.5 | . | 16 | 61* | 0.4 | 49
Cc1nc2ccccc2nc1OCC(=O)Nc1cc(C(F)(F)F)ccc1N1CCOCC1 | 5 | -16 | -0.51 | 0.7 | -8 | 27 | 7 | 0.9 | 34
O=S(=O)(c1ccccc1)N1CCN(c2ncnc3sc(-c4ccccc4)cc23)CC1 | -3 | 8 | 0.25 | 0.1 | 9 | -1 | 82* | 0.2 | 93*
CN(Cc1ccccc1)Cc1nc2c(c(=O)n(C)c(=O)n2C)n1CCc1ccccc1 | -11 | 2 | 0.22 | . | 0 | 23 | . | . | .
COC(=O)C(NC(=O)c1ccco1)(Nc1nc(C)cs1)C(F)(F)F (stereo unspecified) | . | . | 0.55 | 0.7 | 6 | . | 33 | 0.7 | 31
COC(=O)c1ccc(S(=O)(=O)N2CCCC2)o1 | 10 | 11 | -0.28 | 1 | 5 | -21 | -7 | 1.1 | -4
COc1ccc(Cl)cc1-c1n[nH]c(=S)n1C | 0 | -6 | 0.14 | 1.2 | -1 | -9 | 4 | 1 | -16
O=C(Cc1ccccc1)N1CCC(O)(c2cccnc2)CC1 | -13 | 4 | -0.67 | 0.9 | 2 | 8 | -7 | 1.1 | 7
CCOC(=O)C1CCCN(C(=S)Nc2cc(C)cc(C)c2)C1 (stereo unspecified) | -25 | -2 | 0.59 | 0.9 | . | -5 | 70* | 0.3 | 13
CCOn1c(=O)c(-c2ccc(OC)c(OC)c2)[n+]([O-])c2ccccc21 | 2 | 1 | 0.95 | 1.1 | -2 | -30 | 12 | 0.9 | -6
Cc1c2cnn(-c3ccccc3)c(=O)c2c(C)n1CCCC(=O)N1CCN(c2ncccn2)CC1 | . | . | 1.5 | 0.6 | . | . | 41 | 0.6 | 36
CC(C)C(C(=O)Nc1cccnc1)N1C(=O)c2ccccc2C1=O (stereo unspecified) | -6 | 18 | -0.21 | 0.4 | 6 | 13 | 30 | 0.7 | 63*
CC1(C)Cc2cccc(OCC(=O)Nc3cccnc3)c2O1 | . | . | 0.34 | 0.8 | 10 | 2 | 28 | 0.7 | 19
Clc1ccc(Cn2ncc3c(NCc4ccccc4)ncnc32)cc1 | -5 | 2 | 0.083 | 0.6 | 6 | -6 | -9 | 1.1 | 40
OC(COCc1ccco1)CN1CCN(C(c2ccccc2)c2ccccc2)CC1 (stereo unspecified) | -23 | -16 | -1.8 | 0.9 | 5 | -2 | -8 | 1.1 | 5
Cc1cccc(NC(=O)C2CCCN2C(=O)OCC(C)C)c1 (stereo unspecified) | 0 | -21 | -0.54 | 0.9 | -2 | 11 | 34 | 0.7 | 15
Cc1ccc(Cn2ccc(NC(=O)c3noc4c3CCCC4)n2)cc1 | . | . | -0.028 | 0.7 | 6 | . | 1 | 1 | 30
Cc1c(C(=O)N2CCN(c3ccccc3F)CC2)sc2ncn(CC(=O)N3CCOCC3)c(=O)c12 | -10 | 8 | -0.26 | 0.9 | 6 | -3 | 3 | 1 | 11
NC(=O)C(c1ccc(Cl)cc1)c1ccc(Sc2ccc(Cl)cc2)nn1 (stereo unspecified) | -6 | -21 | 1.3 | 0.6 | -3 | . | 63* | 0.4 | 44
COc1cccc2cc(NC(=O)C3CCCCC3)c(=O)oc12 | -42 | 9 | -0.026 | 2.4* | . | -7 | 4 | 1 | -138
C/C(N)=C(/C#N)C(=O)CSc1nnc(COc2ccccc2Cl)o1 | -4 | 7 | 0.11 | 0.8 | 3 | -64 | 48 | 0.5 | 18
CC1CN(Cc2ccccc2Cl)CC(C)O1 (stereo unspecified) | -5 | 8 | -0.98 | 1 | 3 | 8 | 19 | 0.8 | -4
COc1ccc(C(=O)Nc2scc(-c3ccc(Cl)cc3Cl)c2C(N)=O)cc1 | -5 | -15 | 0.57 | 0.7 | . | -2 | 18 | 0.8 | 29
C/C(=N\N1CCN(C2c3ccccc3-c3ccccc32)CC1)c1ccncc1 | -7 | -28 | 0.013 | 0.5 | . | 7 | 77* | 0.2 | 52*
COc1ccc(C(=O)COC(=O)C(C(C)C)N2C(=O)C3C4C=CC(C4)C3C2=O)cc1 (stereo unspecified) | -6 | -6 | 0.57 | 0.8 | 4 | -5 | 21 | 0.8 | 24
CNC(=O)CCCCCNS(=O)(=O)c1ccc(C)cc1 | -23 | -7 | 0.045 | . | 2 | -25 | . | . | .
CC(=O)Nc1c(C(=O)c2ccc(F)cc2)oc2ccccc12 | 7 | -5 | -0.66 | 0.9 | 2 | 10 | 0 | 1 | 6
C=CCN(C1CCCCC1)S(=O)(=O)c1ccc2c(c1)oc(=O)n2C | -6 | -4 | 1.2 | 0.8 | 11 | -39 | 40 | 0.6 | 20
CC1CC(C)CN(C(=O)CSc2nnc(-c3ccc(Cl)cc3)o2)C1 (stereo unspecified) | -9 | -5 | -0.0047 | 0.9 | -17 | 12 | 81* | 0.2 | 6
Cc1ccc(S(=O)(=O)N2CCN(S(C)(=O)=O)C2c2ccccc2)cc1 (stereo unspecified) | 2 | 5 | -1.3 | 0.5 | . | 11 | 64* | 0.4 | 46
COCCn1nnnc1C(C(C)C)N(Cc1cccnc1)Cc1ccccc1Cl (stereo unspecified) | -2 | 10 | 0.22 | 0.6 | 5 | -9 | 95* | 0 | 43
O=C1C2C3C=CC(C3)C2C(=O)N1c1ncn[nH]1 (stereo unspecified) | -40 | 3 | 1.1 | 1 | 4 | -94 | -7 | 1.1 | -3
O=C(O)CCCC(=O)NCCc1cccc(Cl)c1 | -1 | -25 | 0.074 | 1.2 | 2 | 12 | 0 | 1 | -20
CN(C)c1nc(OCCNC(=O)COc2ccc(Cl)cc2Cl)nc(N(C)C)n1 | -6 | -6 | 1.4 | 1 | 0 | 5 | -30 | 1.3 | -1
COCCNC(=S)NCCCNc1nc2cc3c(cc2cc1C#N)OCO3 | -21 | 3 | 0.64 | 0.6 | . | 2 | 12 | 0.9 | 37
CC(=O)c1[nH]c(C)c(C(C)=O)c1C | -7 | 10 | -0.021 | 1.1 | 5 | -26 | -3 | 1 | -6
COc1ccccc1-c1nnc(SCC(=O)Nc2c(Cl)cccc2Cl)o1 | -33 | -6 | 0.28 | 0.3 | -1 | -64 | 85* | 0.2 | 74*
N#CCSc1nc2sc3c(c2c(=O)n1C1CCCCC1)CCCC3 | -23 | -17 | -0.95 | 0.5 | . | -35 | 8 | 0.9 | 45
(cont.)
SMILES | TNFa cytotox | VCAM1 TNFa inh | hDAT+cocaine | CYP2C9 activ | Candida biofilm | HUVEC tox IL1B | CYP2C19 inh | CYP2C19 activ | CYP2C9 inhib
COc1cc(-c2nnc(SCC(=O)/C(C#N)=C(\C)N)o2)cc(OC)c1OC | -6 | 14 | -1.2 | 0.6 | . | -14 | 24 | 0.8 | 41
O=C(NCc1ccc(F)cc1)c1cc(-c2cccs2)on1 | -10 | 5 | -0.0099 | 0.5 | 4 | -5 | 19 | 0.8 | 49
O=C(NCC1CCCO1)c1ccc(/C=N/O)nc1 (stereo unspecified) | 2 | -8 | -0.48 | 1.1 | 4 | -12 | -6 | 1.1 | -7
CC(C)NC(=O)NC(=O)COC(=O)C1CCCN1C(=O)c1cccs1 (stereo unspecified) | -24 | 6 | -0.77 | 0.8 | 5 | -8 | 12 | 0.9 | 17

High-throughput results as filed in PubChem.
